Screening results (PubChem)
A549 tox = counter-screen for Nrf2 inhibitors: cytotoxicity in A549 cells. A549 ARE-Fluc cells, CellTiter-Fluor viability, 18-24 h. Potency, µM (top dose mostly 46 µM), inactives show top-dose activity change, negative = cytotoxicity, hits mostly inhibitors. hit rate 0.16% among 390,000. AID 504648; also: potency is read from the fitted curve at half-maximal effect; % is scaled to controls: 0 for no effect and ±100 for the full control effect
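A549 ARE_Fluc cells in 5% FBS OPTI-MEM were exposed to compounds in concentration-response for 18-24 h at 37 deg C. Viability was read by CellTiter-Fluor fluorescence (Ex 405/Em 525) after 30 min, before the luciferase read.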
ATXN2 expr inh = reduces ATXN2 reporter expression in HEK-293 cells. hit rate 0.72% among 360,000. AID 1745845. HEK-293 ATXN2-luciferase reporter, luminescence, 24 h. Potency, µM (series often up to 57 µM), for inactives: at the highest dose activity change, negative = inhibition, usual class: inhibitors; also: potency is read from the fitted curve at half-maximal effect; % is scaled to controls: 0 for no effect and ±100 for the full control effect; nearly all actives have a fitted effect of over 55% in size
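qHTS (up to 57 uM final) was run with 24 h compound exposure of reporter cells at 37 °C. Each well was multiplexed: SteadyGlo luminescence measured ATXN2-luciferase expression after a fluorogenic Gly-Phe-AFC viability readout (25 uM final).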
HepG2 tox = kills HepG2 cells in TGF-b inhibitor counter-screen. HepG2 CAGA-GFP viability, ATP luminescence, 18 h. Potency, µM (highest dose often 46.1 µM), for inactives: top-dose activity change, negative = cytotoxicity, most hits filed as cytotoxic. hit rate 0.76% among 410,000; also: potency is read from the fitted curve at half-maximal effect; some results filed as inactive show a strong effect at the top dose
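HepG2 CAGA-GFP cells (1000/well, DMEM with 1% FBS) received compound, then TGF-beta at 500 pg/mL final, and were incubated 18 hours at 37 degrees C. Viability was read by CellTiter-Glo luminescence. Media-only wells were set as complete cell-killing and DMSO as no toxicity.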
IL2 activator = activators of IL-2 | IL-2 activation reporter assay, cell-based qHTS; stimulated with anti-CD3/CD4/CD28 beads; in transgenic mouse T cells | activation, % (series mostly up to about 46 µM) | hit rate 0.065% among 360,000 | AID 652025; in the data active = activation above about 50%; inconclusive = mostly about 30% to 49%; also: 0% is about no effect
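Using fluorescent plate cytometry, EGFP and DsRed are detected in transgenic mouse T cells stimulated 18 h at 37 degrees C with antibody-coated beads after 60 min compound pretreatment.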
Nrf2 activator = activators of Nrf2 (ARE) signaling; AREc32 ARE-luciferase reporter (MCF7-derived line), luminescence, 24 h; Potency, µM (top dose mostly 46.1 µM), inactives show at the top dose activation, most hits filed as activators; hit rate 0.31% among 410,000; also: potency is read from the fitted curve at half-maximal effect; % of control where 0% means no effect; nearly all actives have a fitted effect of over 65% in size
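Luminescent ARE reporter assay in AREc32_Fluc cells: overnight plating at 37 deg C, 24 hr compound incubation, Steady-Glo added, 30 min RT before reading.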
EPAC2 ag = agonists of human EPAC2 (RAPGEF4) | Q8WZA2 | EPAC2 activation, biochemical qHTS; response scale: 100% = 6.5 mM cAMP response | Potency, µM (doses to about 154 µM), for the others: at the top dose activation, hits mostly activators | hit rate 0.079% among 360,000 | AID 720711; also: potency is read from the fitted curve at half-maximal effect; nearly all actives have a fitted effect of over 50% in size
Target sequence (Q8WZA2 whole entry, looked up): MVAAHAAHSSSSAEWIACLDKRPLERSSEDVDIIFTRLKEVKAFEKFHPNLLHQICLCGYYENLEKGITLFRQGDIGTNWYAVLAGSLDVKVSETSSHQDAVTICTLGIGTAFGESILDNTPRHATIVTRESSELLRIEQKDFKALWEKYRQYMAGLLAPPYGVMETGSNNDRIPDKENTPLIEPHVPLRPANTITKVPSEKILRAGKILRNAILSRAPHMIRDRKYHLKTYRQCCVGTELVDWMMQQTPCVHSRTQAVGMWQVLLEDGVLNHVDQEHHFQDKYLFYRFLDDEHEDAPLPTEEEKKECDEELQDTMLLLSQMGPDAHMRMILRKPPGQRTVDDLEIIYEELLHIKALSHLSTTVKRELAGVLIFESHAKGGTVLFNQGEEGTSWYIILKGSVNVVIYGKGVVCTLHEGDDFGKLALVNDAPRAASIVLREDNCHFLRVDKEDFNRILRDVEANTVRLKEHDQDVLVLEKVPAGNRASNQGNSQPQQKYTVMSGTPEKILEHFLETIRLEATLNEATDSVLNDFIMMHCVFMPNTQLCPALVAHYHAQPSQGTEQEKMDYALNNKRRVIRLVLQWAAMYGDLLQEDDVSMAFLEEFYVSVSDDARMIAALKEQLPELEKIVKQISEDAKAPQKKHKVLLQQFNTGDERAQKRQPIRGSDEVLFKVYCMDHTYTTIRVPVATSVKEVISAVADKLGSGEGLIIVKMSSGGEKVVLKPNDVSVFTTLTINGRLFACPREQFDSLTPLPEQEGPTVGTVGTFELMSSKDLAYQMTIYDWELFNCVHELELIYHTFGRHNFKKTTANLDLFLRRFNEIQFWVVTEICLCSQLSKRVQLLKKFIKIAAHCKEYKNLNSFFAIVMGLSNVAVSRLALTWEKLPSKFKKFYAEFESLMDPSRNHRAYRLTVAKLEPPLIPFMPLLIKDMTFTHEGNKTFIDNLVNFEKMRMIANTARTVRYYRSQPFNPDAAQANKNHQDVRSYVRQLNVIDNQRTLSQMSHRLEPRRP
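EPAC2 (100 nM) mixed with Rap1B loaded with BODIPY-GDP (250 nM) plus 50 uM unlabeled GDP; compounds pinned in, 5 min RT, then read every 5 min for 30 min (ex 480, em 540 nm). Normalized to cAMP control.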
S2 tox = reduces viability in counter-screen for ATXN expression inhibitors | Potency, µM (top dose mostly 56.7 µM), most hits filed as cytotoxic | hit rate 0.49% among 400,000 | S2 cells (HEK-293 line with an ATXN2-luciferase reporter) viability, CellTiter-Fluor protease fluorescence, 24 h; also: potency is read from the fitted curve at half-maximal effect; nearly all actives have a fitted effect of over 40% in size
TGFb inhibitor = blocks TGF-b signaling. AID 588855. Potency, µM (titrated, usually from 46.1 µM), inactives show top-dose activity, negative = inhibition, most hits filed as inhibitors. hit rate 1.2% among 410,000. HepG2 CAGA-GFP TGF-b/SMAD3 reporter, GFP fluorescence, 18 h; TGF-beta stimulated, 500 pg/mL final; also: potency is read from the fitted curve at half-maximal effect; % is scaled to controls: 0 for no effect and ±100 for the full control effect; nearly all actives have a fitted effect of over 65% in size
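HEPG2 CAGA-GFP cells (1000/well, DMEM with 1% FBS) were pre-incubated 2 h at 37 degrees C, given compound by pin tool, then stimulated with TGF-beta at 500 pg/mL final for 18 h before per-cell GFP fluorescence imaging.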
Nrf2 inh = blocks Nrf2 signaling; AID 504444; Potency, µM (highest dose often 46 µM), inactives show at the top dose activity change, negative = inhibition, usual class: inhibitors; A549 ARE-Fluc reporter, luciferase luminescence, 18-24 h; hit rate 2.1% among 360,000; also: potency is read from the fitted curve at half-maximal effect; % is scaled to controls: 0 for no effect and ±100 for the full control effect; nearly all actives have a fitted effect of over 60% in size
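In this cell-based qHTS, ARE-driven firefly luciferase in A549 cells reports Nrf2 activity; the luminescent signal after BugLite lysis is the measured value, with a prior CellTiter-Fluor read for cell health.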
* = called active by the depositor; i = inactive; ? = inconclusive; / = not tested or not shown; [ ] = remark or other dose. Unless noted, calls follow the shape of the dose curve; as a rule, active = well fitted curve in the direction sought with a large enough effect; inconclusive = small, poorly fitted or top-dose-only effect, or another doubt; inactive = no such curve, though single readings can be large; an effect the other way counts as inactive or inconclusive.

1	CCOC(=O)C1=C(C)NC(=O)NC1c1cc(C)sc1C (stereo not drawn)
2	CCn1cc(CN2CCN(C)C(CCO)C2)c2ccccc21 (stereo not drawn)
3	CC1CCCCN1CCCNC(=O)c1ccc2nc(N3CCCCC3)sc2c1 (stereo not drawn)
4	COc1ccc2[nH]c(=O)c(CN(Cc3cccs3)C(=S)Nc3cccc(C)c3)cc2c1
5	Cc1ccc(-n2c(-c3cccc(C)c3)nc3c(cnn3-c3ccccc3)c2=O)cc1
6	COc1ccc(CCNC(=O)c2cc3c(cc2Cl)N2CCCCCC2=NS3(=O)=O)cc1
7	CCOc1ccc(C2c3[nH]c4ccccc4c3CCN2Cc2cccn2-c2ncccn2)cc1 (stereo not drawn)
8	O=C(O)c1ccc(Cl)c(S(=O)(=O)Nc2ccccc2Cc2ccccc2)c1
screen / no.	1	2	3	4	5	6	7	8
ATXN2 expr inh	9.8%	-16.7%	42.0%[activator]	-6.6%	6.7%	-17.0%	33.8%	-2.6%
TGFb inhibitor	-26.2%	3.8%	4.5%	-32.1%	-19.4%	11.0%	-29.8%	23.1%
Nrf2 inh	/	10.7%	?	2.06µM*	12.9%	-20.4%	?	-21.7%
Nrf2 activator	0.3%	-0.3%	3.7%	-0.1%[9.22 µM]	0.5%	1.1%	6.0%	-0.1%
EPAC2 ag	0.3%	-0.7%	4.3%	1.9%	/	6.7%	11.4%	4.2%
S2 tox	i	i	?	i	i	i	i	?
A549 tox	-5.5%	0.0%	-4.6%	0.2%	-1.8%	3.7%	?	-16.8%
IL2 activator	-0.4	-2.7	0.1	-0.1	/	-1.0	-2.2	-0.2
HepG2 tox	-64.5%	-5.5%	-9.6%	-3.2%	2.4%	33.3%	-25.8%	-3.0%

9	CCc1ccccc1NC(=O)CN1CCN(C(=O)CNC(=O)c2ccccc2F)CC1
10	CN(C)NC(=S)NC(=O)C12CC3CC(CC(C3)C1)C2
11	CC(C)NC(=O)CC1(C(=O)NCc2ccc(Cl)cc2)CCCC1
12	COc1ccc(N2CCN(C(=O)c3ccccc3N(C)S(=O)(=O)c3ccccc3)CC2)cc1
13	O=C1NC[C@@H](Cc2cccc3ccccc23)N(CCc2cccc(F)c2)C1=O
14	CN(C)C(=O)Cn1c(SCC(=O)N2CCCc3ccccc32)nc2ccccc21
15	O=c1c(N2CCN(c3cccc(Cl)c3)CC2)csc2ccc(Cl)cc12
16	COC(=O)C1=C(C)NC(=O)CC1c1ccccc1 (stereo not drawn)
screen / no.	9	10	11	12	13	14	15	16
ATXN2 expr inh	-6.3%	-6.9%	-20.6%	7.8%	6.5%	-2.3%	/	-12.5%
TGFb inhibitor	?	1.1%	-2.8%	28.5%	/	-1.2%	?	0.8%
Nrf2 inh	-15.7%	0.0%	-8.4%	-2.5%	/	4.5%	/	-5.7%
Nrf2 activator	-0.4%	2.3%	0.5%	-0.1%	0.4%	0.3%	3.8%	-0.8%
EPAC2 ag	-1.1%	0.2%	6.9%	1.4%	10.3%	7.2%	/	1.3%
S2 tox	i	i	i	i	i	i	/	i
A549 tox	-2.3%	3.9%	0.1%	-0.1%	/	-10.1%	-2.6%	-2.2%
IL2 activator	0.7	-1.6	-0.8	-1.9	0.5	-2.4	/	1.6
HepG2 tox	9.5%	-10.6%	-12.5%	26.4%	/	-4.1%	-67.3%	4.4%

17	COc1cc2ccccc2cc1C(=O)Nc1ccc(N2CCN(C)CC2)cc1
18	O=C(O)C1CC=CCC1C(=O)Nc1ccccc1C(=O)N1CCN(c2ccc(F)cc2)CC1 (stereo not drawn)
19	O=C(NCCNC(=O)C1CC2CCC1C2)C1CC2CCC1C2 (stereo not drawn)
20	O=C1CSC(c2ccccc2)N1c1cccnc1 (stereo not drawn)
21	CS(=O)(=O)c1ccc2nc(NC(=O)C3COc4ccccc4O3)sc2c1 (stereo not drawn)
22	Cc1ccc(S(=O)(=O)N(CC(=O)O)c2ccc(Cl)c(C(F)(F)F)c2)cc1
23	O=C(NCc1cccnc1)c1cc(C2CCCCN2C(=O)OCc2ccccc2)on1 (stereo not drawn)
24	Cc1ccsc1-c1nc(CSCC(=O)NCc2ccc3c(c2)OCO3)c(C)o1
screen / no.	17	18	19	20	21	22	23	24
ATXN2 expr inh	/	3.9%	-5.9%	-7.7%	19.6%	-10.7%[11.3 µM]	-18.6%	-23.4%
TGFb inhibitor	-13.6%	-6.2%	4.1%	12.9%	-8.5%	8.9%	11.9%	-19.6%
Nrf2 inh	?	-4.6%	6.5%	2.9%	26.8%	-16.7%	/	-2.5%
Nrf2 activator	6.8%	2.2%	-0.1%	-0.1%	3.3%	0.1%	2.5%	-0.3%
EPAC2 ag	-1.0%	9.5%	2.7%	3.3%	4.9%	-11.4%	6.4%	29.2%
S2 tox	/	i	i	i	i	i	i	i
A549 tox	?	2.8%	-5.3%	1.3%	2.6%	-12.9%	/	1.9%
IL2 activator	1.5	1.2	0.2	1.4	-0.4	0.3	-0.4	-2.3
HepG2 tox	12.6µM*	3.8%	16.8%	-31.0%	-10.4%	2.7%	-6.8%	-13.0%

25	O=C1CN(C(=O)COC(=O)Cc2ccsc2)c2ccccc2N1
26	COc1cc(NC(=O)CNc2cccc(S(=O)(=O)N3CCCC3)c2)cc(OC)c1
27	O=S(=O)(c1cccc(-c2nnc(-c3ccc(Br)cc3)o2)c1)N1CCCCCC1
28	Cn1c(=O)c2c(nc(SCc3ccccc3F)n2C)n(C)c1=O
29	O=C(NCc1cccnc1)Nc1cccc(NC(=O)NCc2cccnc2)c1F
30	O=C(COC(=O)c1ccccc1)NCCC1=CCCCC1
31	CC(=O)Nc1ccc(S(=O)(=O)NC(C)C(=O)NC(C)c2ccccc2)cc1 (stereo not drawn)
32	O=C(Cc1ccccc1)Nc1c2c(nn1-c1cccc(Cl)c1)CS(=O)(=O)C2
screen / no.	25	26	27	28	29	30	31	32
ATXN2 expr inh	-3.9%	-13.8%	/	-10.8%	-2.1%	-9.3%	-4.0%	4.5%
TGFb inhibitor	4.4%	-23.8%	-17.1%	-8.2%	0.0%	-3.4%	8.1%	-5.6%
Nrf2 inh	5.9%	?	14.3%	-4.6%	?	-4.2%	0.0%	?
Nrf2 activator	2.3%	-0.5%	-0.1%	0.2%	0.1%	0.7%	0.5%	-0.1%
EPAC2 ag	4.4%	6.0%	-1.8%	3.3%	6.5%	12.4%	12.4%	-8.7%
S2 tox	i	i	/	i	i	i	i	i
A549 tox	-1.2%	-12.0%	-6.3%	7.8%	-3.1%	5.1%	-0.7%	-4.6%
IL2 activator	0.9	-0.5	-0.8	-0.1	0.9	-0.1	-1.3	5.1
HepG2 tox	-9.5%	-2.0%	0.8%	-1.1%	-7.5%	10.9%	-35.8%	4.2%

33	CCOc1ccc(/C=C/C(=O)N2CCOCC2)cc1OC
34	CN(C)c1nc(Nc2ccccc2)nc(Oc2ccc(=O)[nH]n2)n1
35	NC(=O)CN1C(=O)/C(=c2\sc3nc(=O)c(Cc4ccccc4)nn3c2=O)c2ccccc21
36	Cc1cc(C)c2c(N)c(C(=O)NN)sc2n1
37	Cc1cc(C)n(CC(=O)n2nc(C)cc2C)n1
38	O=C(NCC(c1ccco1)N1CCc2ccccc2C1)C(=O)Nc1ccc(F)cc1F (stereo not drawn)
39	O=C(O)/C=C/C(=O)Nc1cccnc1
40	Cc1ccc(OCCCCCN2CCOCC2)cc1
screen / no.	33	34	35	36	37	38	39	40
ATXN2 expr inh	/	-3.1%	0.5%	1.0%	1.6%	8.9%	-3.8%	3.3%
TGFb inhibitor	0.3%	-0.8%	7.5%	4.3%	-9.8%	?	15.3%	30.0%
Nrf2 inh	1.6%	-19.3%	-13.3%	1.5%	-8.0%	-14.8%	-20.2%	28.6%
Nrf2 activator	0.0%	-0.9%	0.1%	-0.1%	-0.1%	2.4%	-0.7%	2.6%
EPAC2 ag	4.5%	5.7%	-1.5%	-1.0%	8.0%	4.7%	-0.7%	9.4%
S2 tox	i	i	i	i	i	i	i	i
A549 tox	3.9%	-0.6%	-6.3%	-1.8%	-4.6%	10.2%	-12.1%	-0.8%
IL2 activator	-0.9	1.2	-0.4	1.3	0.1	-4.4	0.3	1.3
HepG2 tox	-8.1%	-23.0%	13.1%	-4.7%	-10.9%	1.3%	32.7%	3.0%

4 records picked at random from those above, as already listed:
38	O=C(NCC(c1ccco1)N1CCc2ccccc2C1)C(=O)Nc1ccc(F)cc1F (stereo not drawn)
35	NC(=O)CN1C(=O)/C(=c2\sc3nc(=O)c(Cc4ccccc4)nn3c2=O)c2ccccc21
36	Cc1cc(C)c2c(N)c(C(=O)NN)sc2n1
33	CCOc1ccc(/C=C/C(=O)N2CCOCC2)cc1OC
screen / no.	38	35	36	33
ATXN2 expr inh	8.9%	0.5%	1.0%	/
TGFb inhibitor	?	7.5%	4.3%	0.3%
Nrf2 inh	-14.8%	-13.3%	1.5%	1.6%
Nrf2 activator	2.4%	0.1%	-0.1%	0.0%
EPAC2 ag	4.7%	-1.5%	-1.0%	4.5%
S2 tox	i	i	i	i
A549 tox	10.2%	-6.3%	-1.8%	3.9%
IL2 activator	-4.4	-0.4	1.3	-0.9
HepG2 tox	1.3%	13.1%	-4.7%	-8.1%
